# Source: PubChem
# TrxR1 substrate = substrates of rat thioredoxin reductase 1; O89049; purified TrxR1 substrate turnover, NADPH consumption readout; Potency, µM (doses to about 114 µM), inactives show at the highest dose activity change, negative = substrate turnover; 390,000 compounds, 0.01% hits; AID 588456; note: nearly all actives have a fitted effect of over 50% in size
# Target sequence (O89049 whole entry, looked up): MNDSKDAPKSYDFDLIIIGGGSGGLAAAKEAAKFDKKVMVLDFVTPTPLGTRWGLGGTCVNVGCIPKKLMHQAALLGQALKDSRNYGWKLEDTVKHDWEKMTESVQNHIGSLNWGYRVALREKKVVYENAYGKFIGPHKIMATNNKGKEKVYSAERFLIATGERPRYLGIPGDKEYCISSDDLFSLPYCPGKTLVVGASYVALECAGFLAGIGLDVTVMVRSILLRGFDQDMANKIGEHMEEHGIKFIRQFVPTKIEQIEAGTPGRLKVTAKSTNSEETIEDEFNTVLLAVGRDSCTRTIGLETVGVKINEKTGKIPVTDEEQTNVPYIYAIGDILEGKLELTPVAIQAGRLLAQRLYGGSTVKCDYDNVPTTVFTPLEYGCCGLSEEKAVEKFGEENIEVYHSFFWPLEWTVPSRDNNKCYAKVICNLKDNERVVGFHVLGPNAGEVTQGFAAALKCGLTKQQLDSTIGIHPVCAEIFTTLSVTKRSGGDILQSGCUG
#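 Rat TrxR1, dispensed at 90 nM, was prereduced with 400 uM NADPH (final) for 5 min at ~22 deg C, then incubated with compound 15 min before 400 uM selenite. A first-read NADPH fluorescence drop versus no-compound background flagged substrates.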
# rTrxR1 inhibitor = inhibitors of rat thioredoxin reductase 1. O89049. recombinant rTrxR1, NADPH fluorescence consumption, selenite substrate. Potency, µM (top dose mostly 114 µM), for inactives: at the highest dose activity change, negative = inhibition, usual class: inhibitors. 390,000 compounds, 1% hits. AID 588453; note: nearly all actives have a fitted effect of over 65% in size
#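 Rat TrxR1 (90 nM in the dispensed reagent) was pre-reduced with 400 uM NADPH for 5 min at room temperature, then incubated with compound for 15 min. After 400 uM selenite was added, NADPH fluorescence (Ex 340/Em 450 nm) was followed for 8 min.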
# The depositor's hits bear a star; ? = inconclusive; & = joins results of further samples; [ ] = remark or other dose. Calls come from the whole dose curve; as a rule, active = well fitted inhibition curve with a large enough effect; inconclusive = small, poorly fitted or top-dose-only effect; inactive = no such curve, though single readings can be large or run the other way. % is set by controls: 0 for no effect and ±100 for the full control effect; potency is the fitted concentration of half-maximal effect. An excerpt (hit frequency here may not be typical).
TrxR1 substrate,rTrxR1 inhibitor,Molecule
-3%,12%,CC(=O)OCC(NC(=O)C(CCCCNC(=O)OCc1ccccc1)NC(=O)OC(C)(C)C)C1OC(n2cc(C)c(=O)[nH]c2=O)C(OC(C)=O)C1OC(C)=O (stereo unspecified)
8%,-7%,c1ccc(Nc2nc(Nc3ccccc3)nc(-n3cccn3)n2)cc1
-2%,19%,COc1ccc(CNC(=O)[C@@H]2CC=C[C@@H]3CCN(Cc4ccc(OC)c(OC)c4)C(=O)[C@@H]32)cc1
7%[0.0914 µM],19%,Nc1nc2ncn(COCCO)c2c(=O)[nH]1
1%,-6%,COc1ccc(CN(Cc2ccccc2)C(=O)c2ccncc2)cc1COc1ccc(NC(C)=O)cc1
15%,37%,CCn1c(SC(C)C(=O)Nc2ccc(C)cc2)nnc1-c1ccccc1 (stereo unspecified)
-6%,2%,COc1ccc(C#Cc2c[nH]c(=O)c3cncnc23)cc1OC
22µM*,28µM*,Cn1nc(-c2ccc(F)cc2)nc2c(=O)n(C)c(=O)nc1-2
0%,-16%,Cc1ccc2c(/C=C/c3ccc(N(C)C)cc3)ccnc2c1C
-7%,-5%,CC1=CC(=C(c2ccc(N)cc2)c2ccc(N)cc2)C=CC1=N
43%[activator],-19%,CCN(CC)c1nc(NC2CCN(C)CC2)c2cc(OC)c(OC)cc2n1
-12%,-11%,COc1ccc(C2C=C3CN(C(=O)OC(C)(C)C)S(=O)(=O)C3CC2OC(=O)c2cccc(C)c2)cc1 (stereo unspecified)
8%,22µM*,COc1ccc(Br)cc1C1C2C=CCC(C)C2C(=O)N1Cc1ccccc1 (stereo unspecified)
-10%&-6%,?,O=C(Nc1ccc([N+](=O)[O-])cc1Cl)c1ccccc1O
7%,24%,C[n+]1ccc(CO)cc1
0%,4%,COc1cc(OC)c(/C=C/c2nc3ccccc3o2)c(OC)c1
5%,9%,O=S(=O)(c1ccccc1Cl)N1CCN(c2nc(-c3ccccc3)nc3ccccc23)CC1
0%,-26%,Cn1c(C(c2cc3ccccc3n2C)c2cc3ccccc3n2C)cc2ccccc21
6%,3.2µM*,Cc1ccc(C)c2c1NC(C(=O)O)C1CC=CC21 (stereo unspecified)
-2%,-1%,CN1CC[C@H](c2c(O)cc(O)c3c(=O)cc(-c4ccccc4Cl)oc23)[C@@H](O)C1
8%[0.0914 µM],10%[0.0914 µM],COc1ccc(-c2nn3c(-c4cc(-c5ccccc5)n[nH]4)nnc3s2)cc1
-9%,-3%,CN(C)c1ccc(C=O)cc1Cl
35%[activator],27%,COc1ccc(Cl)cc1N(C)c1nc(N2CCN(S(=O)(=O)c3ccc(C)cc3)CC2)c2ccccc2n1
12%,19%,Cc1ccc(S(=O)(=O)N2CCCN(c3nc(-c4cccs4)nc4ccccc34)CC2)cc1
-1%,-18%,C=CCOC(/C=C/c1ccccc1)CC (stereo unspecified)
1%,16%,O=S(=O)(c1ccc2c(c1)OCCO2)N1CCN(CCc2ccccc2)CC1
-14%,-25%,CN(c1ccccc1)c1nc(C#N)nc(N2CCOCC2)n1
-6%,22%,O=c1c2ccccc2sn1-c1ccc(Cl)c(S(=O)(=O)N2CCOCC2)c1
-11%,-9%,CNc1ccc(C=O)cc1Cl
10%,?,C[C@@]12C=Cc3occc3[C@H]1CC[C@]13CC(=O)[C@@H](CC[C@H]12)C3
60%[activator],?,COc1cc2c(NC3CCN(C)CC3)nc(N3CCCN(C)CC3)nc2cc1OCCCCN(C)C
-9%,3%,Nc1cccc(/C=C/c2ccnc3ccccc23)c1
-9%,2%,O=C1CCCc2[nH]c(=O)c(C(=O)NCc3ccccc3)cc21
-1%,10%,CCN(CC)c1nc(C#N)nc(N2CCOCC2)n1
-2%,4%,COc1ccccc1N(C)C
7%[0.0914 µM],?,C1=CN2CC=Cc3cc(/C=C/c4ccnc5ccccc45)cc(c32)C1
8%,23%,O=C([C@@H]1CC=C[C@@H]2CCN(C3CC3)C(=O)[C@@H]21)N1CCOCC1
0%,18%,Cc1ccc(SC[C@H](C)CN2CC[C@H](O)CCC2=O)cc1
2%,22%,COc1ccc(C(=O)C[n+]2cc(Br)cc(Br)c2)cc1
1%,13%,Cc1ccc2[nH]c(=O)c(CN(Cc3ccco3)Cc3nnnn3Cc3ccco3)cc2c1
-10%,-25%,CO[C@@H]1[C@@H](OC2OC(C)C(OC3CC(C)(O)C(OC(=O)CC(C)C)C(C)O3)C(N(C)C)C2O)[C@@H](CC=O)C[C@@H](C)C(=O)/C=C\C2O[C@H]2C[C@@H](C)OC(=O)C[C@H]1OC(C)=O (stereo partly specified)
-7%,?,NC1=NC(=O)/C(=C\c2ccc(-c3ccccc3[N+](=O)[O-])o2)S1
-3%,2%,CC(C)(C)n1ncc2c(=O)n(Cc3cccc(-c4ccccc4)c3)cnc21
4%,44%[0.0914 µM],Oc1cc2cc(-c3csc(-c4ccc(F)cc4)n3)ccc2[nH]1
6%,15%,CCCCCCCCCCCCCCCCCCN(CCCCCCCCCCCCCCCCCC)c1ccc(/C=C/c2ccc(C=O)cc2)cc1
-7%[0.0914 µM],-1%,COc1ccccc1-c1nn2c(-c3cc(-c4ccccc4)n[nH]3)nnc2s1
-4%,-14%[0.0914 µM],Nc1ccc(/C=C2\C=Cc3ccccc32)cc1
4%,9%,N#Cc1cccc(S(=O)(=O)N2CCN(c3nc(-c4cccs4)nc4ccccc34)CC2)c1
-2%,-4%,CCn1c2ccccc2c2nnc(SC3CCOC3=O)nc21 (stereo unspecified)
-8%,-17%,O=C(NCCc1nc2ccccc2n1CCOc1cccc2ccccc12)C1CCCCC1
-5%,10µM*,O=C(Nc1ccc2ccccc2c1)c1nc(S(=O)(=O)Cc2ccccc2F)ncc1Cl
-4%,15%,CC(C)(C)n1ncc2c(=O)n(Cc3cccc(OC(F)F)c3)cnc21
1%,-2%,CC(CCC(C)[n+]1cccc(C#N)c1)[n+]1cccc(C#N)c1 (stereo unspecified)
-3%,0%,CC(=O)Nc1ccc(SCC(CC(C)C)N2CCN(C)CCC2=O)cc1 (stereo unspecified)
-3%,-21%,Cc1cc([N+](C)(C)C)cc(C)c1/C=C/c1ccnc2ccccc12
-4%,?,O=C(C[n+]1ccncc1)c1ccc2c(c1)CCCC2
5%,12%,COc1ccc(F)c(Cn2cnc3c(cnn3C(C)(C)C)c2=O)c1Cl
-11%,-2%,CN(C)c1ccc(/C=C/c2nc3ccccc3s2)cc1Cl
-4%,-3%,O=C(Nc1ccc(OC(F)F)cc1)c1nc(SCc2ccccc2F)ncc1Cl
5%,12%,CC(C)COc1ccc(CC(=O)NO)cc1

# (more compounds)
TrxR1 substrate,rTrxR1 inhibitor,Molecule
105%[activator],?,COc1cc2nc(N3CCCN(C)CC3)nc(NC3CCN(C)CC3)c2cc1OC
26%,-9%,C(=C\c1nc2ccccc2s1)/c1ccc2c(c1)OCO2
-1%,2%,COc1ccc(/C=C2\C=Cc3ccccc32)cc1
-6%,2%,CC(=O)Nc1cc([N+](=O)[O-])cc(NC(C)=O)c1NC(C)=O
-3%,15%,COc1ccc(/C=C/c2ccnc3ccccc23)cc1OC
-13%,-15%,CC1(C)OC(=O)C2(Cc3cc([N+](=O)[O-])ccc3N3CCCCCC32)C(=O)O1 (stereo unspecified)
-1%,12%,O=C(Cc1ccc(OCCCCc2ccccc2)cc1)NO
5%,13%,O=C(Cc1ccc(OCc2ccccc2)cc1)NO
7%,11%,Cc1ccc(S(=O)(=O)N2CCN(c3nc(-c4cncs4)nc4ccccc34)CC2)cc1
1%,12%,CC(C)(C)n1ncc2c(=O)n(Cc3c(F)cc(Cl)cc3F)cnc21
0%,-19%,CC(=O)Nc1ccc(SCC(c2ccccc2)N2CCN(CCc3ccccc3)CCC2=O)cc1 (stereo unspecified)
-3%,8%[57.1 µM],C=C1CCN(C(CC(C)C)C(=O)Nc2nc3ccc(Cl)cc3s2)S(=O)(=O)c2ccccc21 (stereo unspecified)
3.2µM*,5.6µM*,CC(=O)Nc1cc(O)c2nonc2c1O
19%,43%[activator],CCc1ccc(C(=O)C[N+]2(C)CCOCC2)cc1
1%,?,Cc1ccc(OCC(=O)Nc2ccc(O)c(-c3nc4cc(C)c(C)cc4o3)c2)cc1
-2%[0.0914 µM],6%,CN(N=O)c1ccc2c(c1)Cc1ccccc1-2
-12%&-9%,-6%&10%,COc1ccc(C2CC(c3ccccc3)Oc3cc(OC)c(OC)c(OC)c32)cc1 (stereo unspecified)
5%,20µM*,Cc1ccc2[nH]c(=O)c(CN(CCCO)Cc3nnnn3Cc3ccccc3)cc2c1
-1%,12%,O=C(O)/C=C/c1ccc2c(c1)S(=O)(=O)N(C1CCCC1)[C@H]2CC(=O)O
2%,?,O=C1C[C@H]2C=CCc3cccc(c32)CN1Cc1ccccc1

# Another view of part of the listing above:
# Sequence of screens: TrxR1 substrate, rTrxR1 inhibitor
Cn1nc(-c2ccc(F)cc2)nc2c(=O)n(C)c(=O)nc1-2
→ 22µM*, 28µM*
CC(=O)Nc1ccc(SCC(CC(C)C)N2CCN(C)CCC2=O)cc1 (stereo unspecified)
→ -3%, 0%
O=c1c2ccccc2sn1-c1ccc(Cl)c(S(=O)(=O)N2CCOCC2)c1
→ -6%, 22%

# (more compounds)
TrxR1 substrate,rTrxR1 inhibitor,Molecule
-11%,-14%,COc1cc(N(C)C)c(OC)cc1C=O
-1%,13%,O=C(O)c1ccc(CNc2ncnc3nc[nH]c23)cc1
1%,4%,O=C1c2ccccc2C(=O)N1c1ccc2ncccc2c1
-6%,88%[activator],COc1ccc(SCC(Cc2ccccc2)N2CCN(CC(C)C)CCC2=O)cc1 (stereo unspecified)
114%[activator],?,Cc1ccc(Nc2c(-c3ccc(C)o3)nc3ccccn23)cc1
-1%,4%,Cc1ccc(S(=O)(=O)N2CCN(c3nc(-c4cccs4)nc4ccccc34)CC2)c(C)c1
9%[0.0914 µM],3%,CCN(CC)CCN(CC)c1ccc(/C=C/c2ccnc3ccccc23)cc1
10%,39%[activator],CCc1cccc(NC(=O)COC(=O)c2ccccc2OCc2ccccc2Br)c1
-15%,-34%,COc1ccc(C(=O)NCC(=O)OCC(=O)c2ccc3ccccc3c2)cc1
22%,-12%,CN(c1ccc(/C=C/c2ccccc2)cc1)P1(=O)NCCCO1 (stereo unspecified)
-1%,-8%,CN(C)c1ccc(/C=C/c2ccnc3ccc4ccccc4c23)cc1
-5%,-17%,CC(C)COC(=O)N1C(COCc2ccccc2)CCC=CS1(=O)=O (stereo unspecified)
196%[activator],-9%,COc1cc2nc(N3CCOCC3)nc(NC3CC3)c2cc1OC
5%,7%,c1coc(CNc2nc(NCc3ccco3)c3ccccc3n2)c1
9%,-2%,COc1ccc(-c2ccc(N(C)C)cc2)cc1C1C2C=CCC(C)C2C(=O)N1Cc1ccccc1 (stereo unspecified)
4%,17%,CCCC1OC2C[C@@H]3[C@H]4CCC5=CC(=O)C=C[C@]5(C)[C@H]4C(O)C[C@]3(C)[C@]2(C(=O)CO)O1 (stereo partly specified)
-11%,-23%,O=C(NCc1ccccc1)C1(C(F)(F)F)C/C(=C\Cc2ccccc2)CCCO1 (stereo unspecified)
-6%,-5%,Cc1ccccc1N=C1Nc2ccccc2N[C@]12C[C@H]1CCCC(=O)N3CC[C@@H](C2)[C@@H]13
5%,13µM*,Cc1ccc(-c2nc3cnccn3c2Nc2ccc(C(C)C)cc2)o1
-9%,-9%,CCCCn1c(SCC#N)nc2ccccc2c1=O

# Arranged by the number under TrxR1 substrate (highest first): 4 from the list above
TrxR1 substrate,rTrxR1 inhibitor,Molecule
-1%,4%,Cc1ccc(S(=O)(=O)N2CCN(c3nc(-c4cccs4)nc4ccccc34)CC2)c(C)c1
-6%,88%[activator],COc1ccc(SCC(Cc2ccccc2)N2CCN(CC(C)C)CCC2=O)cc1 (stereo unspecified)
-9%,-9%,CCCCn1c(SCC#N)nc2ccccc2c1=O
-11%,-14%,COc1cc(N(C)C)c(OC)cc1C=O

# At a glance, some entries already given:
TrxR1 substrate,rTrxR1 inhibitor,Molecule
5%,7%,c1coc(CNc2nc(NCc3ccco3)c3ccccc3n2)c1
9%,-2%,COc1ccc(-c2ccc(N(C)C)cc2)cc1C1C2C=CCC(C)C2C(=O)N1Cc1ccccc1 (stereo unspecified)

# Continued.
TrxR1 substrate,rTrxR1 inhibitor,Molecule
-4%,1%,O=C1C2C(c3ccccc3)CC=CC2C(c2ccc(C(F)(F)F)cc2)N1Cc1ccccc1 (stereo unspecified)
-7%,13%,O=C(Nc1nc(-c2ccc3c(c2)OCCO3)cs1)C1CC(=O)N(c2ccc3c(c2)OCCO3)C1 (stereo unspecified)
-3%,-14%,CC1(C)OC(=O)C2(Cc3cc([N+](=O)[O-])ccc3N3CCCCC32)C(=O)O1 (stereo unspecified)
-3%,-2%,O=C1C[C@@H](c2ccccc2Cl)N1S(=O)(=O)c1ccccc1[N+](=O)[O-]
31%,12%,CC1(C)CC(=O)C2=C(C1)NC(Nc1nc3ccccc3o1)=NC2c1cccc(O)c1 (stereo unspecified)
-5%,-6%,CC(=O)N(O)c1ccc(/C=C2\C=Cc3ccccc32)cc1
-1%,1%,COc1ccc(SCC(Cc2ccccc2)N2CCN(C)CCC2=O)cc1 (stereo unspecified)
-3%,6%,CC(C)=CC(=O)Oc1ccc(C(=O)N(C)c2ccccc2I)cc1
-5%,4%,C(=C\c1ccc2ccccc2n1)/c1cccnc1
8%,-2%,c1coc(CNc2ncnc3c2nc2n3CCCC2)c1
